Ecoli WT expand: growth inhibitors of E. coli BW25113 wild type | OD600 absorbance | growth inhibition, % at 100 µM | hit rate 0.15% among 98,000;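 active means growth inhibition above about 50% at one test dose, limit read from the data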;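 further: growth measured after 20 h incubation at 37 °C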
PLAP act: human PLAP activation | purified PLAP enzyme, luminescent substrate read-out; hits give high values | activation fold at 20 µM | hit rate 1.2% among 96,000 | AID 696; in the data active means activation fold above about 2
Target sequence (P05187 whole entry, looked up): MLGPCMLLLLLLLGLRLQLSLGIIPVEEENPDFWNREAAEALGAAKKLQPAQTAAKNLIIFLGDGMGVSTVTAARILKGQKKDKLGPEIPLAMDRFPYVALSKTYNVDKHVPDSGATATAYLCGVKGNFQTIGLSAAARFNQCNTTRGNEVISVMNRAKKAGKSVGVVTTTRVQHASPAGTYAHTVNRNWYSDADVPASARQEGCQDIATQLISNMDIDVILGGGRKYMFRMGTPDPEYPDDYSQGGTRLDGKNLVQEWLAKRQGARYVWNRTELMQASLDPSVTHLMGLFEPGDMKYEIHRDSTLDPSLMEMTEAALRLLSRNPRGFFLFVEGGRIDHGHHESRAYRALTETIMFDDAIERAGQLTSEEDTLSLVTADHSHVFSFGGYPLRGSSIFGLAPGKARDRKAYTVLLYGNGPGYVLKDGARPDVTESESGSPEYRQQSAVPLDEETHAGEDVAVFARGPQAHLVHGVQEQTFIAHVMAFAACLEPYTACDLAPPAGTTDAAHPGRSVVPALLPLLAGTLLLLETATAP
S1P2 ag: activates the human S1P2 receptor; AID 729; S1P2-expressing cell line, agonist reporter read-out; activation, % at 4.5 µM; hit rate 0.46% among 97,000; O95136; in the data active means activation above about 16%;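 further: 0% = vehicle low control and 100% = maximal reference agonist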
Target sequence (O95136 whole entry, looked up): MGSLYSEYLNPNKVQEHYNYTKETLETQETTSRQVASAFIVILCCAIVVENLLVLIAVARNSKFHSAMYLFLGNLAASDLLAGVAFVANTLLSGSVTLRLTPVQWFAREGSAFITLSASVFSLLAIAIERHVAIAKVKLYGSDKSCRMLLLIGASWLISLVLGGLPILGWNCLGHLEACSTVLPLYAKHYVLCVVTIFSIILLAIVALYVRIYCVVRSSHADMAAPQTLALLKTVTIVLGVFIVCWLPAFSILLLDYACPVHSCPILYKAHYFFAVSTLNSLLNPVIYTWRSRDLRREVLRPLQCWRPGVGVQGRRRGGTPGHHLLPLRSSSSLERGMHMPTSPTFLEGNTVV
S1P2 antag: S1P2 (human) receptor antagonism; O95136; cell-based S1P2 antagonist assay, inhibition at 5 uM; inhibition, % at 5 µM; hit rate 0.21% among 97,000; AID 736; in the data active means inhibition above about 45%;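 further: CRE beta-lactamase reporter cells expressing human S1P2 stimulated with S1P; 0% = agonist at EC80 alone and 100% = agonist plus reference antagonist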
sEH inhibitor: blocks human soluble epoxide hydrolase activity; P34913; inhibition, % at 2 µM; recombinant human sEH enzymatic activity assay; hit rate 0.34% among 91,000; in the data active means inhibition above about 80%; further: values of inactives mirror those of a sister screen read the other way; many of its hits are not listed in these tables
PostGolgi ctrl: inhibits growth of the yeast control strain; efflux-deficient yeast background strain, growth absorbance A615, 16 h; inhibition, % at 10 µM; hit rate 5% among 98,000
CD11b adhes inh: CD11b/CD18-fibrinogen binding inhibition. P05107+P11215. K562 CD11b/CD18 adhesion to fibrinogen, ATPlite luminescence; Mn2+ added to activate the integrin. inhibition, % at 10 µM. hit rate 0.54% among 93,000;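 active means primary inhibition of 50% or more at 10 µM, then 40% or more on retest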; further: some results filed as inactive read as strong as hits
sEH activator: activators of human soluble epoxide hydrolase. P34913. purified human sEH enzymatic activity, activator screen. activation, % at 2 µM. hit rate 0.04% among 91,000; in the data active means activation above about 37%; further: values of inactives mirror those of a sister screen read the other way
PostGolgi yeast: growth inhibition of a yeast mutant, post-Golgi transport screen. post-Golgi transport phenotypic cell assay. inhibition, % at 10 µM. hit rate 0.9% among 98,000. AID 739;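 further: yeast cells grown in 1536-well plates; yeast grown about 18 h at 30C before absorbance read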
Active calls of the source: *; . = not tested or not shown. Unless noted, no stated cut-off is given here; in the data, active means inhibition above about 30%; inactive means the rest. Compounds as they come; about 7.1% have a hit in one of these screens.

SMILES,Ecoli WT expand,PLAP act,S1P2 ag,S1P2 antag,sEH inhibitor,PostGolgi ctrl,CD11b adhes inh,sEH activator,PostGolgi yeast
COc1cccc(CNC(=O)C23CN(Cc4ccccc4)CC2C(c2ccc([N+](=O)[O-])cc2)=NO3)c1 (stereo not drawn),-11,1.2,-9,-12,-2,33*,.,8,-4
Cc1ccc2cc(COC(=O)C3CCCO3)c(=O)[nH]c2c1 (stereo not drawn),-5,0.9,-3,-6,13,24,-14,-10,-3
COc1ccc(CN(C(=O)c2ccccc2OC)C2CCS(=O)(=O)C2)cc1 (stereo not drawn),6,1.1,-5,-5,-4,2,-12,2,6
O=C(CCc1nc2ccccc2[nH]c1=O)OCc1ccc(S(=O)(=O)N2CCOCC2)cc1,5,1.1,0,2,5,6,-27,-10,-8
CCc1nc(SCC(=O)N2CCC(Cc3ccccc3)CC2)c2c(=O)n(C)c(=O)n(C)c2n1,-6,1.2,-2,5,.,40*,-1,.,19
CCCC(c1nnnn1C1CCCC1)N1CCN(C(=O)c2ccco2)CC1 (stereo not drawn),1,1.1,-4,-2,14,8,-10,-12,5
Cc1oc(C(C)(C)C)cc1C(=O)Nc1cccc(C(=O)O)c1,2,0.9,-1,-3,-3,-1,-1,4,-3
CCN(CC)S(=O)(=O)c1cc(C(=O)OCC(=O)c2ccc3c(c2)NC(=O)CO3)ccc1F,-6,1,.,.,.,1,-20,.,-4
CCOc1ccc(N2C(=O)CCC2=O)cc1,-7,0.9,-2,14,3,6,-9,2,-1
C=CCC1c2cccc(C(=O)OC)c2C(=O)N1c1ccccc1 (stereo not drawn),6,1.1,-5,1,-8,16,.,12,-3
Cc1cn2c(nc1=O)OC1C(O)C(COC(=O)c3ccccc3)OC12 (stereo not drawn),4,1,0,8,-9,18,-17,9,14
COc1ccc2c(c1)CCc1sc(NC(=O)c3ccco3)nc1-2,-10,1.3,-2,1,.,11,-2,.,-2
O=C(NCc1cccnc1)c1noc2c1CCCC2,7,1.2,.,.,.,-8,-3,.,3
O=C1c2ccccc2C(=O)N1Cc1cc(-c2ccccc2Cl)no1,-14,1,-7,7,11,29,.,-11,4
CCC(CC)COC(=O)C(C#N)c1nc2ccccc2nc1N1CCOCC1 (stereo not drawn),-29,1.3,-9,13,5,28,-3,-5,3
O=C1CC(c2c[nH]c3ccccc23)C(=O)N1c1ccccc1 (stereo not drawn),.,.,-3,-8,10,.,.,-10,.
O=C(CN(Cc1ccccc1F)C(=O)Cn1nnc(-c2cccs2)n1)NCC1CCCO1 (stereo not drawn),-5,1.6,-4,-1,0,18,-4,-2,1
O=C(Nc1ccccc1)N(CCN1CCOCC1)Cc1cccc(Cl)c1,-2,1.2,-11,-1,-17,12,-4,16,-3
CC(=O)c1ccc(NC(=O)c2cccs2)cc1,11,0.9,-1,-10,-6,2,-10,1,-5
NS(=O)(=O)c1ccc(-c2ccc(C=NC3CCS(=O)(=O)C3)o2)cc1 (stereo not drawn),11,0.9,-3,2,.,29,6,.,3

Record cards, as listed above. Order of values: Ecoli WT expand	PLAP act	S1P2 ag	S1P2 antag	sEH inhibitor	PostGolgi ctrl	CD11b adhes inh	sEH activator	PostGolgi yeast
Profile of COc1ccc2c(c1)CCc1sc(NC(=O)c3ccco3)nc1-2 = -10	1.3	-2	1	.	11	-2	.	-2
Profile of O=C1CC(c2c[nH]c3ccccc23)C(=O)N1c1ccccc1 (stereo not drawn) = .	.	-3	-8	10	.	.	-10	.
Profile of CC(=O)c1ccc(NC(=O)c2cccs2)cc1 = 11	0.9	-1	-10	-6	2	-10	1	-5
Profile of O=C(CCc1nc2ccccc2[nH]c1=O)OCc1ccc(S(=O)(=O)N2CCOCC2)cc1 = 5	1.1	0	2	5	6	-27	-10	-8

(list continues)
SMILES,Ecoli WT expand,PLAP act,S1P2 ag,S1P2 antag,sEH inhibitor,PostGolgi ctrl,CD11b adhes inh,sEH activator,PostGolgi yeast
CC(C)OCCCNCc1cccs1,-2,1.1,-1,10,-1,6,.,1,-14
CCN(CC)S(=O)(=O)c1cccc(C(=O)NC2CCCCC2)c1,-1,1,-1,17,77,-6,-36,-77,5
O=C1C(=O)N(c2cccc(Cl)c2)C(c2ccccc2[N+](=O)[O-])/C1=C(\O)c1ccccc1 (stereo not drawn),7,1.1,-8,2,-2,1,.,4,8
CC(=O)C1C(=O)CC(C)(O)C(C(C)=O)C1c1ccc(N(C)C)cc1 (stereo not drawn),7,1,0,-15,3,-1,14,0,2
Cc1ccc(Nc2c([N+](=O)[O-])cc(C(=O)N3CC(=O)Nc4ccccc43)cc2[N+](=O)[O-])c(C)c1,-7,0.8,2,2,2,0,.,1,3
COc1ccc(OCC(=O)N2CCN(C(=O)COc3ccccc3)CC2)cc1,-7,1.1,-3,0,16,-2,-10,-11,-4
COc1ccc(S(=O)(=O)N2CCC(C(N)=O)CC2)c2ccccc12,6,1.4,-5,-4,12,-7,3,-12,3
COc1ccc2nc(Nc3ccc4c(c3)OCO4)sc2c1,-24,0.9,-9,2,-18,11,-8,15,3
Cc1ccc(C)n1-n1cnc2sc3c(c2c1=O)CCCCC3,2,1.2,-5,-10,7,13,-5,-4,2
Cc1ccc(N2C(=O)SC(N(CC(=O)O)c3cccc(C)c3)C2=O)cc1 (stereo not drawn),1,1.1,-3,-5,.,-9,-10,.,1
CCOc1ccc(NCC2CCOC(C)(C)C2)cc1 (stereo not drawn),2,.,-12,3,4,1,.,-1,8
O=C(Nc1ccccc1C(=O)NCC1CCCO1)c1ccco1 (stereo not drawn),3,0.9,-1,-22,34,-1,12,-35,6
O=C1CSC2(CCCCC2)N1CCO,3,0.8,-6,8,.,9,-6,.,7
OC(COCc1ccccc1)CN1CCN(c2ccccc2F)CC1 (stereo not drawn),4,1,-8,-13,24,19,1,-25,-6
CSc1ccc(CNc2ccccn2)cc1,16,0.9,-9,5,6,9,-1,-6,2
CCCN1Cc2cccc(C(=O)Nc3ccc(S(=O)(=O)N4CCCCCC4)cc3)c2C1=O,-5,0.9,-5,7,.,13,5,.,0
CCCCOc1[nH]c2nc(-c3ccco3)n(Cc3ccco3)c(=N)c2c1C#N,-2,1.3,-6,19,4,17,-26,-7,7
O=C(CN1C(=O)CCSc2ccccc21)Nc1ccc(F)cc1,1,1.1,.,.,.,15,-12,.,-5
COc1ccc(C(=O)NCS(=O)(=O)c2ccc(C)cc2)cc1,-4,1.1,-1,18,-9,6,.,9,0
CCOC(=O)COc1ccc(Br)cc1C1NC(=O)NC(C)=C1C(=O)NCc1ccccc1 (stereo not drawn),1,1,-5,-10,-1,7,.,4,-16

PostGolgi ctrl, what is marked active above.
structure	PLAP act	S1P2 ag	S1P2 antag	sEH inhibitor	PostGolgi ctrl	CD11b adhes inh	sEH activator
COc1cccc(CNC(=O)C23CN(Cc4ccccc4)CC2C(c2ccc([N+](=O)[O-])cc2)=NO3)c1 (stereo not drawn)	1.2	-9	-12	-2	33*	.	8
CCc1nc(SCC(=O)N2CCC(Cc3ccccc3)CC2)c2c(=O)n(C)c(=O)n(C)c2n1	1.2	-2	5	.	40*	-1	.

(cont.)
SMILES,Ecoli WT expand,PLAP act,S1P2 ag,S1P2 antag,sEH inhibitor,PostGolgi ctrl,CD11b adhes inh,sEH activator,PostGolgi yeast
CCOC(=O)c1ccc(COc2nc3ccccc3nc2-c2ccccc2NC(C)=O)o1,-16,0.9,-3,-4,-2,4,-18,5,-12
COc1ccc(S(=O)(=O)Nc2ccccc2)cc1OC,0,1.1,-7,3,4,13,.,-4,-3
CC(C)C(NS(=O)(=O)c1cccc2nsnc12)C(=O)N1CCc2ccccc2C1 (stereo not drawn),-3,1,-6,3,-3,26,9,0,12
COc1ccc(-c2nnc(SCc3ncc(-c4ccccc4)o3)o2)cc1,-15,0.9,-14,6,-13,16,-8,15,-1
O=C(c1ccc(Cl)cc1)C1CCN(C(=O)NC2CCCCC2)CC1,-11,1.1,-5,7,30,7,-20,-29,-5
O=C(Nc1ccc2c(c1)OCCO2)C1CCCN(S(=O)(=O)c2cccs2)C1 (stereo not drawn),-5,0.9,-2,11,59,20,-6,-60,-10
CC(C)NC(=O)c1ccc2c(=O)n(Cc3ccco3)c(=S)[nH]c2c1,7,1.2,-8,3,6,3,.,-6,7
CC1(c2ccc(Cl)cc2Cl)OCC(Cn2ccnc2)O1 (stereo not drawn),13,0.9,-4,-2,3,25,2,-5,-2
CCCCNC(=O)C1CC(c2ccccc2[N+](=O)[O-])=NO1 (stereo not drawn),9,1,-2,8,-3,22,.,1,13
CCOC(=O)c1c(-c2ccccc2)csc1NC(=O)C1CCCO1 (stereo not drawn),-15,1,-11,3,-2,15,1,3,3
COc1ccc(C(c2sc3ncnn3c2O)N2CC(C)OC(C)C2)cc1OC (stereo not drawn),1,.,-8,-50,-6,10,.,5,-1
O=S(=O)(Cc1cc(Cl)nc(-c2ccccc2)n1)c1ccccc1,0,0.8,-6,12,.,15,0,.,-2
COc1ccc(/C=N/NC(=O)C2c3ccccc3Oc3ccccc32)c(OC)c1,-7,1,-3,-23,4,2,-52,-4,1
Cn1c(Cc2cccc3ccccc23)nnc1SCC(=O)N1CCN(c2cccc(Cl)c2)CC1,-22,1.5,-6,-2,5,11,90,-6,-2
Oc1c(CN2CCc3ccccc3C2)cc(Cl)c2cccnc12,86*,1.8,-10,-4,-14,3,14,13,1
COc1ccc(C(=O)Nc2cccc([N+](=O)[O-])c2)cc1Br,.,.,-1,12,21,.,.,-20,.
COc1ccc(CCCc2nnc(SCC(=O)Nc3nccs3)n2C)cc1C,1,1.2,1,-25,11,45*,-1,-9,-9
COc1ccc2c(C)cc(=O)[nH]c2c1,-3,0.8,-4,-13,-10,3,-12,8,1
O=C(COC(=O)c1cccc(S(=O)(=O)N2CCOCC2)c1)Nc1ncc(C(F)(F)F)cc1Cl,4,1.2,-5,7,18,-8,6,-16,4

Source: PubChem BioAssay
